Compound activity (PubChem BioAssay)
KCNK3 inh = human KCNK3 channel inhibition, primary screen; O14649; CHO-KCNK3 thallium flux, FluxOR fluorescence; stronger effect = lower value; B-score at 10 µM; 340,000 compounds, 0.84% hits; AID 602410;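 active = B-score under library mean minus 4 SD, starting fluorescence ratio at most library mean plus 5 SD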;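 also: more negative B-score means stronger inhibition of thallium flux through KCNK3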
Target sequence (O14649 whole entry, looked up): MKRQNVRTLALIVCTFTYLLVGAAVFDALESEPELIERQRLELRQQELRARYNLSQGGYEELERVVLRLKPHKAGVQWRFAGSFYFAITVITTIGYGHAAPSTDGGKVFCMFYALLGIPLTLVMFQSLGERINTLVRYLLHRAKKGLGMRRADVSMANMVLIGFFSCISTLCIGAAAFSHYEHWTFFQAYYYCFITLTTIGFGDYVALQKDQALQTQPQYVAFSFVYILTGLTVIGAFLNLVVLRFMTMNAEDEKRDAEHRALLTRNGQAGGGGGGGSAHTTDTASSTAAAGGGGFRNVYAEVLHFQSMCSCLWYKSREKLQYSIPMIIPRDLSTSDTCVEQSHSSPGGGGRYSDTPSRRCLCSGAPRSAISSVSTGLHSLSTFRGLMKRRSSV
TMEM16A act = activators or potentiators of mouse TMEM16A chloride channel | HEK293 TMEM16A/YFP-H148Q/I152L, iodide quench fluorescence; stronger effect = lower value | B-score at 10 µM | 340,000 compounds, 0.3% hits;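 active = fluorescence-ratio B-score plate-corrected deviation score at least 3 library SD below zero, with starting fluorescence score within 5 deviations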;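 also: channel opened by trigger with iodide after compound preincubation; score built on the fluorescence ratio of max minus min over baseline; more negative score means more quench and so TMEM16A activation or potentiation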
ANO1 block = blocks the mouse calcium-activated chloride channel TMEM16A | Q8BHY3 | HEK293 TMEM16A/YFP iodide influx fluorescence, ionomycin | normalized B-score (activity score, 25-100; higher = stronger inhibition) at 10 µM | 310,000 compounds, 1.2% hits | AID 588511;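 active = ratio plate-corrected score three or more library SD toward inhibition, starting fluorescence score within five deviations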;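 also: score derived from kinetic fluorescence span divided by baseline fluorescence per well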
MrgX1 ag = activates human MrgX1 receptor signaling; 310,000 compounds, 0.44% hits; MrgX1-HEK293 cells, Fluo-4 calcium fluorescence, agonist mode; stronger effect = higher value; B-score at 10 µM;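 active = calcium response B-score plate-corrected fluorescence ratio at least 3 library SD, with starting fluorescence B-score inside 5 SD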
Target sequence (Q96LB2 whole entry, looked up): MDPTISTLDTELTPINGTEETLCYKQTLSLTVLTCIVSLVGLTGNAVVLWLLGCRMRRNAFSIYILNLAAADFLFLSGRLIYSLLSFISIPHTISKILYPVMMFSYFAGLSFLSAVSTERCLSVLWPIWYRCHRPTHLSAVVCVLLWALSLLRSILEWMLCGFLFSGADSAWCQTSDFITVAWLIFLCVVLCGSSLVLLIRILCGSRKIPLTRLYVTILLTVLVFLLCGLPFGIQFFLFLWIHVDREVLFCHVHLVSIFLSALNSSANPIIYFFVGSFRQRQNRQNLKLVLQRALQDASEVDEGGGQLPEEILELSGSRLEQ
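Material: HEK293 cells stably expressing human MrgX1 receptor | Quantity: 15,000 cells per well | Times: Cells plated overnight, dye loaded 0.5 h 37 °C, 0.5 h room temperature | Measured by: Kinetic Fluo-4 NW fluorescence of intracellular calcium | Control set: Positive and negative controls per plate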
KCNK9 block = inhibitors of human KCNK9 two-pore domain potassium channel; Q9NPC2; HEK293 KCNK9, FluxOR thallium flux fluorescence; stronger effect = lower value; B-score at 10 µM; 310,000 compounds, 1.2% hits; AID 488922;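 active = ratio B-score over 3 SD below the library mean, with starting fluorescence within 5 SD of its mean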;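 also: negative B-score means less thallium flux so channel inhibition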
MrgX1 PAM = allosterically activates human MrgX1 receptor signaling | Q96LB2 | B-score at 10 µM | MrgX1-HEK293, Fluo-4 calcium flux, FDSS; stronger effect = higher value | 310,000 compounds, 0.63% hits;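 active = plate-corrected calcium response at least 3 library SD above typical, normal starting fluorescence, not activating the receptor alone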;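 also: compound read alongside a low EC10 to EC30 dose of BAM8-22 agonist; peak minus trough fluorescence over baseline measured at the second addition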
RGS4 block = inhibitors of human RGS4 | P49798 | HEK293 M3R/RGS4 inducible, Fluo-4 calcium flux; stronger effect = higher value; triggered by carbachol at its EC20 | B-score at 10 µM | 310,000 compounds, 0.45% hits;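 active = B-score, a plate-corrected calcium signal, over three deviations above library mean, with baseline fluorescence within five deviations of library mean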;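 also: RGS4 expression induced by doxycycline in cells with stable M3 receptor; B-score is computed from the integrated fluorescence ratio over baseline after carbachol; higher B-score means a larger calcium signal and so more RGS4 inhibition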
Target sequence (P49798 whole entry, looked up): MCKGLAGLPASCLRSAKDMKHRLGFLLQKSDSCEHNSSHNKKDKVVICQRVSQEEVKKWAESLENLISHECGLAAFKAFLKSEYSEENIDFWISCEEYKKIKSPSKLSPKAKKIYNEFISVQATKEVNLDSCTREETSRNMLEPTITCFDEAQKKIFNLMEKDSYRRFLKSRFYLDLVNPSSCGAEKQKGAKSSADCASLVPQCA
KCNQ1 pot = potentiators or activators of human KCNQ1 potassium channel; CHO-K1 KCNQ1, thallium flux FluxOR fluorescence; stronger effect = higher value; B-score at 10 µM; 310,000 compounds, 0.35% hits;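 active = fluorescence ratio B-score, a plate-corrected score, at least three library SD, with initial intensity B-score within 5 SD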
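Medium – assay buffer, equal DMSO in all wells · Material – CHO-K1 cell line with stable KCNQ1 potassium channel expression · Signal – kinetic FluxOR thallium fluorescence, 10-s 1-Hz baseline, 110-s post-stimulus read · Compound – single concentration per compound, DMSO matched to controls · Schedule – 37 °C overnight plating, 90-min dark dye load, 20-min compound pretreatment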
KCNQ1 block = human KCNQ1 channel inhibition | P51787 | CHO-K1 KCNQ1, FluxOR thallium flux fluorescence; stronger effect = higher value | B-score at 10 µM | 310,000 compounds, 1.3% hits;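 active = compounds whose thallium flux B-score, printed positive for inhibition, exceeds three library SD while starting fluorescence stays within three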;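 also: channel opened by potassium depolarization with thallium stimulus after 20 min compound exposure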
RGS4 pot = potentiators or activators of RGS4 | HEK293 M3R/inducible RGS4, carbachol calcium flux Fluo4; stronger effect = lower value | B-score at 10 µM | AID 463111 | 310,000 compounds, 0.92% hits;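 active = B-score of the integrated calcium signal more than 4 SD below the library mean, with starting fluorescence not abnormally high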;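 also: negative B-score means reduced calcium response which marks RGS4 activation or potentiation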
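test system = HEK293 cells with stable M3R and inducible RGS4 | schedule = recording 10 s baseline at 1 Hz, 100 s post-agonist | technique = Fluo4-AM (2 µM) calcium-flux fluorescence, kinetic read | measure = Agonist-evoked peak-minus-minimum fluorescence over baseline, integrated ratio, B score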
hERG rescue = shields human hERG channel from block by proarrhythmic agents; Q12809; CHO-hERG, FluxOR thallium flux, dofetilide IC70 present; activation (rescue from dofetilide block), less the hit threshold, % at 10 µM; 310,000 compounds, 0.51% hits;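 active = activation above the mean of controls blocked by dofetilide plus 5 SD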;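 also: thallium influx through hERG after potassium depolarization seen as dye fluorescence rise; in these data hits start at about 4.7%; inactives centre near -7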
* hit, by the source's call.

How did COc1ccc2[nH]c(C(=O)N(C)Cc3ccccc3)c(C)c2c1 do in these assays?
KCNK3 inh: inactive; TMEM16A act: inactive; ANO1 block: inactive; MrgX1 ag: inactive; KCNK9 block: inactive; MrgX1 PAM: inactive; RGS4 block: inactive; KCNQ1 pot: inactive; KCNQ1 block: inactive; RGS4 pot: inactive; hERG rescue: -5.5

How did CN1CCN(C2=C(NS(=O)(=O)c3cccs3)C(=O)c3ccccc3C2=O)CC1 do in these assays?
KCNK3 inh: inactive; TMEM16A act: inactive; ANO1 block: inactive; MrgX1 ag: inactive; KCNK9 block: inactive; MrgX1 PAM: inactive; RGS4 block: inactive; KCNQ1 pot: inactive; KCNQ1 block: inactive; RGS4 pot: inactive; hERG rescue: -6.7

How did Cc1[nH]c(-c2ccco2)nc1C(=O)O do in these assays?
KCNK3 inh: inactive; TMEM16A act: inactive; ANO1 block: inactive; MrgX1 ag: inactive; KCNK9 block: inactive; MrgX1 PAM: inactive; RGS4 block: inactive; KCNQ1 pot: inactive; KCNQ1 block: inactive; RGS4 pot: inactive; hERG rescue: -7.0

What do the screens show for `COCCCNC(=O)/C=C/c1cccc(Cl)c1`?
KCNK3 inh: inactive; TMEM16A act: inactive; ANO1 block: inactive; MrgX1 ag: inactive; KCNK9 block: inactive; MrgX1 PAM: inactive; RGS4 block: inactive; KCNQ1 pot: inactive; KCNQ1 block: inactive; RGS4 pot: inactive; hERG rescue: -13.9

Results for COc1ccccc1NC(=O)N1CCCC1C(=O)NCc1cccs1 (centres undefined) ?
KCNK3 inh: inactive; TMEM16A act: inactive; ANO1 block: inactive; MrgX1 ag: inactive; KCNK9 block: inactive; MrgX1 PAM: inactive; RGS4 block: inactive; KCNQ1 pot: inactive; KCNQ1 block: inactive; RGS4 pot: inactive; hERG rescue: -13.0

Results for O=C(COC(=O)c1ccccc1)NCc1cccs1 ?
KCNK3 inh: inactive; TMEM16A act: inactive; ANO1 block: inactive; MrgX1 ag: inactive; KCNK9 block: inactive; MrgX1 PAM: inactive; RGS4 block: inactive; KCNQ1 pot: inactive; KCNQ1 block: inactive; RGS4 pot: inactive; hERG rescue: 0.5

Results for NNc1ccc2c(C(F)(F)F)cc(C(F)(F)F)nc2n1 ?
KCNK3 inh: inactive; TMEM16A act: inactive; ANO1 block: inactive; MrgX1 ag: inactive; KCNK9 block: inactive; MrgX1 PAM: inactive; RGS4 block: inactive; KCNQ1 pot: inactive; KCNQ1 block: inactive; RGS4 pot: inactive; hERG rescue: -5.2

Results for CC(C)c1c(C(=O)N/N=C2\CCc3ccccc32)nnn1-c1nonc1N ?
KCNK3 inh: inactive; TMEM16A act: inactive; ANO1 block: inactive; MrgX1 ag: inactive; KCNK9 block: inactive; MrgX1 PAM: inactive; RGS4 block: inactive; KCNQ1 pot: inactive; KCNQ1 block: inactive; RGS4 pot: inactive; hERG rescue: -9.4

What do the screens show for `CSCCC(NC(=O)c1ccccc1)C(=O)OCC(=O)c1ccc[nH]1` (centres undefined)?
KCNK3 inh: inactive; TMEM16A act: inactive; ANO1 block: inactive; MrgX1 ag: inactive; KCNK9 block: inactive; MrgX1 PAM: inactive; RGS4 block: inactive; KCNQ1 pot: inactive; KCNQ1 block: inactive; RGS4 pot: inactive; hERG rescue: -6.0

How did COc1ccc(OC)c(NC(=O)c2cc(-c3cc(C)c(C)cc3O)n[nH]2)c1 do in these assays?
KCNK3 inh: inactive; TMEM16A act: inactive; ANO1 block: inactive; MrgX1 ag: inactive; KCNK9 block: inactive; MrgX1 PAM: inactive; RGS4 block: inactive; KCNQ1 pot: inactive; KCNQ1 block: inactive; RGS4 pot: inactive; hERG rescue: -7.5

What do the screens show for `O=C1C(=O)N(CCCn2ccnc2)C(c2ccc(Cl)cc2)/C1=C(\O)c1ccc2c(c1)OCCO2` (centres undefined)?
KCNK3 inh: inactive; TMEM16A act: inactive; ANO1 block: inactive; MrgX1 ag: inactive; KCNK9 block: inactive; MrgX1 PAM: inactive; RGS4 block: inactive; KCNQ1 pot: inactive; KCNQ1 block: inactive; RGS4 pot: inactive; hERG rescue: -5.8

Results for CCc1ccc(-c2cc(C(F)(F)F)n3nc(C(=O)Nc4cnn(Cc5ccc(C)cc5)c4)cc3n2)s1 ?
KCNK3 inh: inactive; TMEM16A act: inactive; ANO1 block: inactive; MrgX1 ag: inactive; KCNK9 block: inactive; MrgX1 PAM: inactive; RGS4 block: inactive; KCNQ1 pot: inactive; KCNQ1 block: inactive; RGS4 pot: inactive; hERG rescue: -7.7

Results for Cc1ccccc1NC(=O)c1oc(=O)c2ccccc2c1-c1ccccc1 ?
KCNK3 inh: inactive; TMEM16A act: inactive; ANO1 block: inactive; MrgX1 ag: inactive; KCNK9 block: inactive; MrgX1 PAM: inactive; RGS4 block: inactive; KCNQ1 pot: inactive; KCNQ1 block: inactive; RGS4 pot: inactive; hERG rescue: -5.8

How did COc1ccc(S(=O)(=O)/C(C#N)=C/Nc2ccc(NC(C)=O)cc2)cc1 do in these assays?
KCNK3 inh: inactive; TMEM16A act: inactive; ANO1 block: inactive; MrgX1 ag: inactive; KCNK9 block: inactive; MrgX1 PAM: inactive; RGS4 block: inactive; KCNQ1 pot: inactive; KCNQ1 block: inactive; RGS4 pot: inactive; hERG rescue: -10.2

How did COc1nccc(Nc2ccccc2)c1C#N do in these assays?
KCNK3 inh: inactive; TMEM16A act: inactive; ANO1 block: inactive; MrgX1 ag: inactive; MrgX1 PAM: inactive

Results for Cc1ccc(Nc2cc(C)nc3nc(C)nn23)c(C)c1 ?
KCNK3 inh: inactive; TMEM16A act: inactive; ANO1 block: inactive; MrgX1 ag: inactive; KCNK9 block: inactive; MrgX1 PAM: inactive; RGS4 block: inactive; KCNQ1 pot: inactive; KCNQ1 block: inactive; RGS4 pot: inactive; hERG rescue: -5.6

What do the screens show for `C/C(N)=C(/C#N)C(=O)CSc1nc2ccccc2c(=O)n1Cc1ccc(F)cc1`?
KCNK3 inh: inactive; TMEM16A act: inactive; ANO1 block: inactive; MrgX1 ag: inactive; KCNK9 block: inactive; MrgX1 PAM: inactive; RGS4 block: inactive; KCNQ1 pot: 8*; KCNQ1 block: inactive; RGS4 pot: inactive; hERG rescue: -5.3

What do the screens show for `CCCCCCC/C=N/Nc1nnc(Cc2ccccc2)c(=O)[nH]1`?
KCNK3 inh: inactive; TMEM16A act: inactive; ANO1 block: inactive; MrgX1 ag: inactive; KCNK9 block: inactive; MrgX1 PAM: inactive; RGS4 block: inactive; KCNQ1 pot: inactive; KCNQ1 block: inactive; RGS4 pot: inactive; hERG rescue: -3.5

How did COc1cccc(/C=N/n2c(COc3ccccc3)n[nH]c2=S)c1OC do in these assays?
KCNK3 inh: inactive; TMEM16A act: inactive; ANO1 block: inactive; MrgX1 ag: inactive; KCNK9 block: inactive; MrgX1 PAM: inactive; RGS4 block: inactive; KCNQ1 pot: inactive; KCNQ1 block: inactive; RGS4 pot: inactive; hERG rescue: -9.8

How did CCOC(=O)N1CCN(C(=O)CCn2nc(-c3ccc(Cl)cc3)ccc2=O)CC1 do in these assays?
KCNK3 inh: inactive; TMEM16A act: inactive; ANO1 block: inactive; MrgX1 ag: inactive; KCNK9 block: inactive; MrgX1 PAM: inactive; RGS4 block: inactive; KCNQ1 pot: inactive; KCNQ1 block: inactive; RGS4 pot: inactive; hERG rescue: -5.5

Results for COc1ccccc1NC(=O)c1ccccc1-c1nc(-c2ccccc2OC)no1 ?
KCNK3 inh: inactive; TMEM16A act: inactive; ANO1 block: inactive; MrgX1 ag: inactive; KCNK9 block: inactive; MrgX1 PAM: inactive; RGS4 block: inactive; KCNQ1 pot: inactive; KCNQ1 block: inactive; RGS4 pot: inactive; hERG rescue: -24.3

What do the screens show for `CCN(CC(=O)NCCc1ccc(F)cc1)Cc1nc2ccccc2c(=O)[nH]1`?
KCNK3 inh: inactive; TMEM16A act: inactive; ANO1 block: inactive; MrgX1 ag: inactive; KCNK9 block: inactive; MrgX1 PAM: inactive; RGS4 block: inactive; KCNQ1 pot: inactive; KCNQ1 block: inactive; RGS4 pot: inactive; hERG rescue: -9.5

What do the screens show for `NCCCC(=O)N1c2ccccc2Sc2ccccc21`?
KCNK3 inh: inactive; TMEM16A act: inactive; ANO1 block: inactive; MrgX1 ag: inactive; KCNK9 block: inactive; MrgX1 PAM: inactive; RGS4 block: inactive; KCNQ1 pot: inactive; KCNQ1 block: inactive; RGS4 pot: -7.03*; hERG rescue: -3.6

What do the screens show for `O=C(NCc1cccs1)C1CCCN1C(=O)Nc1ccccc1Cl` (centres undefined)?
KCNK3 inh: inactive; TMEM16A act: inactive; ANO1 block: inactive; MrgX1 ag: inactive; KCNK9 block: inactive; MrgX1 PAM: inactive; RGS4 block: inactive; KCNQ1 pot: inactive; KCNQ1 block: inactive; RGS4 pot: inactive; hERG rescue: -10.7

How did CC1(C)CC(=O)C(CC(=O)NC(=O)NCc2ccccc2)=C(O)C1 do in these assays?
KCNK3 inh: inactive; TMEM16A act: inactive; ANO1 block: 100*; MrgX1 ag: inactive; KCNK9 block: inactive; MrgX1 PAM: inactive; RGS4 block: inactive; KCNQ1 pot: inactive; KCNQ1 block: inactive; RGS4 pot: inactive; hERG rescue: -8.5

Results for O=C(CN1C(=O)NC2(CCCC2)C1=O)NCCN1C(=O)S/C(=C\c2ccccc2F)C1=O ?
KCNK3 inh: inactive; TMEM16A act: inactive; ANO1 block: inactive; MrgX1 ag: inactive; KCNK9 block: inactive; MrgX1 PAM: inactive; RGS4 block: inactive; KCNQ1 pot: inactive; KCNQ1 block: inactive; RGS4 pot: inactive; hERG rescue: -12.5

What do the screens show for `O=C(NN1CCOCC1)c1ccccc1Br`?
KCNK3 inh: inactive; TMEM16A act: inactive; ANO1 block: inactive; MrgX1 ag: inactive; KCNK9 block: inactive; MrgX1 PAM: inactive; RGS4 block: inactive; KCNQ1 pot: inactive; KCNQ1 block: inactive; RGS4 pot: inactive; hERG rescue: -5.4

How did Cc1ccc(S(=O)(=O)N(CC(=O)N2CCOCC2)c2ccc(Br)cc2)cc1 do in these assays?
KCNK3 inh: inactive; TMEM16A act: inactive; ANO1 block: inactive; MrgX1 ag: inactive; KCNK9 block: inactive; MrgX1 PAM: inactive; RGS4 block: inactive; KCNQ1 pot: inactive; KCNQ1 block: inactive; RGS4 pot: inactive; hERG rescue: -4.7
